# RPL19A-GFP yeast: modulators of TOR pathway RPL19A-GFP in S. cerevisiae | percent response vs DMSO, % at 10 µM | 0.3% of 330,000 active | S. cerevisiae RPL19A-GFP strain, flow cytometry, 3 h; hits give low values;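 active means percent response vs DMSO below 50%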;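 further: median channel GFP fluorescence of the barcoded RPL19A-GFP strain; ratio of sample median GFP to plate DMSO average so 100% = DMSO; lower means less RPL19A-GFP as with rapamycin TOR inhibition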
# MEP2 TOR yeast: alters MEP2-GFP fluorescence in TOR pathway yeast screen. GFP response vs DMSO, % at 10 µM. S. cerevisiae MEP2-GFP strain, flow cytometry GFP, 3 h; 100% = DMSO control level. AID 2016. 0.51% of 330,000 active;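 active means GFP response versus DMSO above a set limit, roughly screen mean plus 3 SD, cut at about 180% in these data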;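 further: median GFP fluorescence of the barcode-gated MEP2-GFP cells per well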
# procasp3 activ: activators of human procaspase-3; AID 463141; activation, % at 8.5 µM; recombinant procaspase-3 D3A, Ac-DEVD-pNA absorbance 405 nm; P42574; 0.11% of 330,000 active;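 active means activation above the mean of all tested compounds plus 3 SD, cut at about 21% in these data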;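 further: 0% = DMSO alone and 100% = DMSO wells spiked with extra 5 µM PC-3 D3A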
#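 Test system: Procaspase-3 D3A mutant, all three cleavage aspartates alanine | Dosing: Single dose, 8.5 µM nominal compound, 0.8% DMSO | Schedule: 1 h preincubation, 2 h reaction | Technique: 405 nm absorbance of p-nitroaniline, reads at 0 and 120 min | Repeats: One well per compound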
# GASC-1 inh: inhibitors of human GASC-1 (JMJD2C) demethylase. Q9H3R0. GST-JMJD2C(1-420) H3K9me3 demethylation, DELFIA europium. inhibition, % at 2.35 µM. 0.069% of 330,000 active. AID 2099;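 active means more than half of a compound's replicate wells show inhibition beyond 50%, single wells judged on their own value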;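 further: signal counts dimethyl H3K9 product captured on neutravidin plate; 0% = median of DMSO wells and 100% = 0.3 times that DMSO median; strong numbers were not always called active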
# AHR act: activators of human aryl hydrocarbon receptor; AHR-responsive luciferase reporter cells, luminescence; AID 2796; activation, % at 5 µM; 2.5% of 320,000 active; P35869; in the data active means activation above about 47%;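 further: 0% = vehicle wells and 100% = reference agonist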
# Target sequence (P35869 whole entry, looked up): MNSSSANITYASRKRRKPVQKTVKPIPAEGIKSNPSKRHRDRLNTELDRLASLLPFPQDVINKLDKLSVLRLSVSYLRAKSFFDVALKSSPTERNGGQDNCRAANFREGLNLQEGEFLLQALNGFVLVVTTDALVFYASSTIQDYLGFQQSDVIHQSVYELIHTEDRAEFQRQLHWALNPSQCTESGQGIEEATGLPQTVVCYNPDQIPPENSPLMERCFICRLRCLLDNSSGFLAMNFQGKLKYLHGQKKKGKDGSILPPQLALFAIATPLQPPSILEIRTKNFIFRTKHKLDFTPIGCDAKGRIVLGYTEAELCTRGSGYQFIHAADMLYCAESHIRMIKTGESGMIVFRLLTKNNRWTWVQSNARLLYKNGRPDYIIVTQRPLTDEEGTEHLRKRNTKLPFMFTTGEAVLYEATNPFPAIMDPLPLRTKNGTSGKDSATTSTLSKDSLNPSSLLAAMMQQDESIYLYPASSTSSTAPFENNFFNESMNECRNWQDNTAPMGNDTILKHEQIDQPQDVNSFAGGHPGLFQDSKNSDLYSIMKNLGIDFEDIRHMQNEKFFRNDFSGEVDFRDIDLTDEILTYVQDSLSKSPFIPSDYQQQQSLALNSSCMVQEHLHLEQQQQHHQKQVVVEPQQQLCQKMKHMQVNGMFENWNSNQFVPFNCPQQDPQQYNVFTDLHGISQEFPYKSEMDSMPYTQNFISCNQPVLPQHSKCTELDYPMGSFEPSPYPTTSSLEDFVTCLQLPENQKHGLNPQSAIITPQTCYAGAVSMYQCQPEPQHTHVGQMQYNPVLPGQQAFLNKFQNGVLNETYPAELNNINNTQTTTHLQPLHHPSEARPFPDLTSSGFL
# procasp7 counter: activates human procaspase-7, counter-screen for procaspase-3 activators; P55210; recombinant procaspase-7, Ac-DEVD-pNA absorbance 405 nm; D23A/D198A/D206A triple mutant, cannot self-cleave; scale: DMSO 0, 5 µM enzyme 100; activation, % at 8.5 µM; 0.093% of 330,000 active;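 active means percent activation above the screen-wide mean plus 3 SD, cut at about 25% in these data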
#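 Test system: Procaspase-7 triple mutant (PC-7 D3A). Also added: Ac-DEVD-pNA substrate, 400 µM as added. Schedule: 1 h enzyme–compound preincubation and 2 h substrate reaction, both 25 °C. Signal: p-Nitroaniline absorbance at 405 nm, read at 0 and 120 min. Control set: low DMSO alone, high DMSO plus 5 µM PC-7.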
# LAP4-GFP MLPCN: modulators of TOR pathway LAP4-GFP in S. cerevisiae | GFP response vs DMSO, % at 10 µM | 0.34% of 320,000 active | S. cerevisiae LAP4-GFP multiplex, flow cytometry GFP, 3 h; median GFP as percent of DMSO wells | AID 2023;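 active means GFP response vs DMSO above a set limit, about the screen mean plus 3 SD, cut at about 150% in these data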
# CR mimetic SO: yeast age-related superoxide inhibition as caloric restriction mimetic; 0.18% of 330,000 active; AID 2690; superoxide response (% of plate mean), % at 10 µM; S. cerevisiae aged cells, superoxide DHE fluorescence; hits give low values;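 active means superoxide response under a set limit, about three screen SD below normal, cut at about 65% in these data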;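 further: yeast aged for seven days with compound at 30 °C before DHE staining; 100% = average MFI of all compound-treated wells on the plate with controls excluded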
# Starred values were filed as active, the others as inactive; i = inactive; . = no result given; & = joins results of further samples.
SMILES,RPL19A-GFP yeast,MEP2 TOR yeast,procasp3 activ,GASC-1 inh,AHR act,procasp7 counter,LAP4-GFP MLPCN,CR mimetic SO
CNC(=S)Nc1cccc(C(=O)O)c1,97,93,1,5,6,5,114,91
COc1ccc(NC2CCCN(C(=O)c3ccccc3N3CCOCC3)C2)cc1OC (centres undefined),106,105,-23,-1,-2,-34,96,107
CC(C(=O)N1CCOCC1)N1c2cccc3cccc(c23)S1(=O)=O (centres undefined),95,97,2,1,0,0,99,115
CCN(C(=O)CN1C(=O)S/C(=C\c2ccc(F)cc2)C1=O)C1CCS(=O)(=O)C1 (centres undefined),96,104,-7,6,3,-5,98,104
COc1ccc(OCC(O)CNC(=O)Nc2cc(C)cc(C)c2)cc1 (centres undefined),100,94,-9,4,11,-2,109,104
COc1ccc(-c2cnc(N)n2CC2CCCO2)cc1 (centres undefined),100,98,-2,14,3,2,110,110
CCc1nnc(NC(=O)C2CC(=O)N(CCc3ccc(F)cc3)C2)s1 (centres undefined),106,114,6,2,1,2,100,99
CCc1ccc(N(C(=O)c2csnn2)C(C(=O)NC(C)(C)CC)c2cccnc2)cc1 (centres undefined),93,96,-2,8,2,-1,98,102
Cc1ccccc1S(=O)(=O)NC(=NCc1ccc(F)cc1)c1ccccc1,95,98,-2,2,0,6,91,101
COc1ccc(-c2cc(=O)oc3cc(OCC(=O)NCC4CCC(C(=O)O)CC4)ccc23)cc1 (centres undefined),103,108,-5,-2,0,13,118,102
CCOC(=O)c1c(C#N)c(SCC(=O)Nc2ccc(OC)cc2)nc2c1CN(CC)CC2,96,93,8,-11&3,-2,-2,96,86
O=C(Cc1ccccc1)Nc1ccc(Br)c(Cl)c1,99,94,1,3,0,-2,96,96
Cc1cccc(C(=O)OCC(=O)c2c(N)n(CC(C)C)c(=O)n(C)c2=O)c1[N+](=O)[O-],106,106,-6,0,-3,19,108,93
Cc1ccc(C2(c3ccccc3)NC(=O)N(CC(=O)NC3(C#N)CCCC3)C2=O)cc1C (centres undefined),104,102,-5,7,1,8,96,82
O=C(Cn1nc(C(F)(F)F)cc1C1CC1)NCc1ccccc1F,107,104,15,0,-5,-1,94,109
Cc1cc(/C=C2\C(=N)N3N=C(CC(=O)N4CCOCC4)SC3=NC2=O)c(C)n1-c1ccccc1,114,114,-6,-6,2,-9,112,103
Cc1cc(C)c(S(=O)(=O)Nc2cccc(S(=O)(=O)N3CCOCC3)c2)c(C)c1,100,98,0,-1,-6,-2,97,109
CCc1c(C)[nH]n(-c2ccc(Oc3ccccc3)c(S(=O)(=O)O)c2)c1=O,101,103,-10,.,-2,-12,90,103
CCN1C(=O)/C(=C/c2ccc(OCc3ccc(C(=O)O)cc3)c(Cl)c2)NC1=S,99,99,-13,3,-1,-8,98,97
O=C(CN1CCN(c2ccc(Cl)cc2)CC1)Nc1ccc(F)c(F)c1,96,100,3,-33,0,10,94,77
Cc1ccc(-c2nnc3n2N=C(c2ccccc2)CS3)cc1,97,99,6,-2,23,-5,97,110
CCCS(=O)(=O)c1c(S(=O)(=O)CCC)c2c3ccccc3ccn2c1C(N)=O,97,103,-8,4,0,-7,98,96
Cc1noc(C)c1COc1ccccc1C(=O)NNC(=O)c1ccc(F)cc1,100,102,-2,-6,2,-8,109,90
N#C/C(=C\c1ccc(OCc2ccc(C(=O)O)cc2)cc1)C(=O)N1CCOCC1,107,95,-6,4,1,-1,94,88
COc1ccc(/C=N/Nc2nnc(C)n2N)cc1OC(C)=O,103,192*,-5,9,3,-1,125,98
O=C(Nc1ccncc1)c1ccc(F)cc1,99,105,-5,5,6,-2,103,90
O=c1cc(CN2CCN(c3ccc(O)cc3)CC2)nc2scc(-c3ccccc3)n12,102,105,-9,15,9,-15,116,81
CN(C)S(=O)(=O)Oc1ccccc1C(=O)Nc1ccccc1Cl,103,98,5,6,106*,12,90,87
COc1ccc2oc(C(=O)NCc3ccco3)c(C)c2c1,71,86,2,-12,35,-2,78,94
COc1cc(C(N)=O)ccc1OCc1ccccc1,93,92,-6,-3,11,10,101,97
Cc1cc(C)n(NC(=S)NC2CCCCC2)c(=O)c1C#N,106,107,-2,11,-1,4,102,105
NC(=S)N/N=C1\c2ccccc2-c2c(C(=O)O)cccc21,100,107,7,12,6,-2,100,100
O=C(CSc1cn(Cc2ccccc2)c2ccccc12)N1CCOCC1,96,95,11,-5,10,8,95,154
O=C(CSc1nnc(NC(=O)c2ccco2)s1)Nc1ccc2c(c1)OCCO2,98,99,2,-15,4,-2,104,85
O=C(CCN1C(=O)/C(=C/c2cccs2)SC1=S)Nc1ccc(C(=O)O)c(O)c1,95,91,-12,35,1,-10,92,81
COCc1c(C)cc(C)c(/C=N/O)c1C,96,100,6,2,2,5,101,93
CCOC(=O)c1nn(-c2ccccc2)c(=O)cc1SC(C)C,96,91,-6,-1,-1,4,92,104
CCc1cc(=O)oc2cc(OC(C)=O)cc(OC(C)=O)c12,96,97,1,25,2,10,94,108
CCn1c(SCC(=O)Nc2ccccc2N2CCOCC2)nnc1-c1ccccc1O,95,95,12,i,2,1,106,103
CCn1c(SCC(=O)NC2CC2)nnc1-c1csc(C)c1,108,123,6,-1,0,-1,104,94
Cc1nn(CCCC(=O)Nc2ccc(Br)cc2F)c(C)c1[N+](=O)[O-],104,104,4,-4,6,-4,103,117
CCNC(=O)CC1C(=O)N(c2ccc(F)cc2)C(=O)N1Cc1ccccn1 (centres undefined),102,102,-5,2,1,3,100,93
CC(C)CN(CCCNC(=O)CN1N=C(c2ccc(Cl)cc2)CCC1=O)CC(C)C,107,115,2,-4,6,9,94,117
COc1cc(OC)cc(C(=O)NNC(=O)CCC(=O)c2cccs2)c1,101,103,-9,0,3,8,96,94
Cn1nc(C(=O)Nc2ccc(S(=O)(=O)N3CCCC3)cc2)ccc1=O,97,93,9,3,-1,3,92,96
CC(=O)Nc1ccc(S(=O)(=O)N[C@@H](C)C(=O)N2CCN(c3ccccn3)CC2)cc1,102,96,-8,2,-1,-15,107,112
C/C(=C1/SC(N2CC(C)OC(C)C2)=NC1=O)c1ccccc1 (centres undefined),101,105,1,14,6,17,105,105
C=CCC[C@@H](Cc1ccc(F)cc1)C(=O)OC[C@H](C)NC(=O)[C@@H](CC=C)CC(=O)N[C@@H](CO)Cc1ccccc1,93,94,6,2,0,6,93,115

# Part of the list above in order of number of heavy atoms, high to low:
SMILES,RPL19A-GFP yeast,MEP2 TOR yeast,procasp3 activ,GASC-1 inh,AHR act,procasp7 counter,LAP4-GFP MLPCN,CR mimetic SO
CC(C)CN(CCCNC(=O)CN1N=C(c2ccc(Cl)cc2)CCC1=O)CC(C)C,107,115,2,-4,6,9,94,117
Cn1nc(C(=O)Nc2ccc(S(=O)(=O)N3CCCC3)cc2)ccc1=O,97,93,9,3,-1,3,92,96
C/C(=C1/SC(N2CC(C)OC(C)C2)=NC1=O)c1ccccc1 (centres undefined),101,105,1,14,6,17,105,105

# 6 successive records already listed:
SMILES,RPL19A-GFP yeast,MEP2 TOR yeast,procasp3 activ,GASC-1 inh,AHR act,procasp7 counter,LAP4-GFP MLPCN,CR mimetic SO
CCNC(=O)CC1C(=O)N(c2ccc(F)cc2)C(=O)N1Cc1ccccn1 (centres undefined),102,102,-5,2,1,3,100,93
CC(C)CN(CCCNC(=O)CN1N=C(c2ccc(Cl)cc2)CCC1=O)CC(C)C,107,115,2,-4,6,9,94,117
COc1cc(OC)cc(C(=O)NNC(=O)CCC(=O)c2cccs2)c1,101,103,-9,0,3,8,96,94
Cn1nc(C(=O)Nc2ccc(S(=O)(=O)N3CCCC3)cc2)ccc1=O,97,93,9,3,-1,3,92,96
CC(=O)Nc1ccc(S(=O)(=O)N[C@@H](C)C(=O)N2CCN(c3ccccn3)CC2)cc1,102,96,-8,2,-1,-15,107,112
C/C(=C1/SC(N2CC(C)OC(C)C2)=NC1=O)c1ccccc1 (centres undefined),101,105,1,14,6,17,105,105

# Further entries follow:
SMILES,RPL19A-GFP yeast,MEP2 TOR yeast,procasp3 activ,GASC-1 inh,AHR act,procasp7 counter,LAP4-GFP MLPCN,CR mimetic SO
CC12CCC(=O)N1C(C(=O)NNC(=O)c1ccccc1F)CS2 (centres undefined),95,92,0,-6,-2,14,88,114
COCCCNC(=O)CN(Cc1ccc(Cl)cc1)S(C)(=O)=O,103,102,1,1,2,-2,99,88
Cc1ccc(C)c(N(CC(=O)N2CCCC2)S(C)(=O)=O)c1,106,102,1,-5,3,5,94,108
CN(C(=O)COC(=O)c1cc([N+](=O)[O-])ccc1N1CCCC1)C1CCS(=O)(=O)C1 (centres undefined),116,107,-12,-7,4,-4,115,102
CC1(C)SCC2C(=O)N3C(CSC3(C)C)C(=O)N21 (centres undefined),102,109,4,-5,-2,5,108,83
Cc1cc(SCc2cc(=O)[nH]c3ccccc23)nc2ccccc12,91,102,6,-6,9,3,92,100
CCOC(=O)CSC(CC)C(=O)Nc1nnc(CC)s1 (centres undefined),101,99,-1,11,-1,9,110,87
COc1cc(C(c2c(C)[nH][nH]c2=O)c2c(C)[nH][nH]c2=O)ccc1OS(=O)(=O)c1ccccc1,103,107,2,-21,2,-11,102,92
CCC(C)(C)NC(=O)C(c1ccc(OC)cc1)N(Cc1cccs1)C(=O)CCC(=O)Nc1cc(C)on1 (centres undefined),102,108,6,.,8,-4,97,92
Cc1nn(-c2ccccc2)c(C)c1/C=N/O,98,101,3,2,-1,0,108,92
Cn1c(CSc2nc3ccccc3n2C)nc2ccccc21,102,98,1,-1,0,-10,102,94
O=C(CCN1CCCCCC1)Nc1ccc(F)c(F)c1,101,105,7,-3,-1,-1,99,93
COc1ccc([C@H]2CC(=O)C=C(c3cccc(C(C)C)c3)C2)cc1,91,91,2,3,5,-2,97,104
COc1ccc(-c2nc3ncnn3cc2C)cc1F,98,132,3,6,0,6,109,116
Cc1cc(SCC(=O)NCCN2C(=O)CSC2=O)nc2ccccc12,103,103,-3,-1,55*,-2,104,104
CC1CCN(C(=O)COC(=O)CCC(=O)c2ccc(Cl)cc2)CC1,96,105,3,5,2,-16,104,108

# Bioassay records as filed in PubChem.
